# FBW7 act: FBW7 E3 ligase activators, primary screen, biochemical, AlphaScreen, human. F-box/WD repeat-containing protein 7 (Homo sapiens), Q969H0. AlphaScreen FBW7–phospho-cyclin E peptide binding, activator screen. actives 0.13% (n = 650,000). normalized activity (activation), % at 26.1 µM; in the data active = normalized activity above about 1.9%;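 note: purified mutant Fbw7 with reduced substrate affinity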
# MITF primary: MITF inhibitors, primary screen, biochemical, AlphaScreen, human; Microphthalmia-associated transcription factor (Homo sapiens), O75030; actives 0.91% (n = 650,000); inhibition, % at 2.6 µM; AlphaScreen MITF homodimerization, bead proximity signal; AID 1259374, 2018; in the data active = inhibition above about 50%;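 note: 0% = vehicle wells with protein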
# Target sequence (O75030 whole entry, looked up): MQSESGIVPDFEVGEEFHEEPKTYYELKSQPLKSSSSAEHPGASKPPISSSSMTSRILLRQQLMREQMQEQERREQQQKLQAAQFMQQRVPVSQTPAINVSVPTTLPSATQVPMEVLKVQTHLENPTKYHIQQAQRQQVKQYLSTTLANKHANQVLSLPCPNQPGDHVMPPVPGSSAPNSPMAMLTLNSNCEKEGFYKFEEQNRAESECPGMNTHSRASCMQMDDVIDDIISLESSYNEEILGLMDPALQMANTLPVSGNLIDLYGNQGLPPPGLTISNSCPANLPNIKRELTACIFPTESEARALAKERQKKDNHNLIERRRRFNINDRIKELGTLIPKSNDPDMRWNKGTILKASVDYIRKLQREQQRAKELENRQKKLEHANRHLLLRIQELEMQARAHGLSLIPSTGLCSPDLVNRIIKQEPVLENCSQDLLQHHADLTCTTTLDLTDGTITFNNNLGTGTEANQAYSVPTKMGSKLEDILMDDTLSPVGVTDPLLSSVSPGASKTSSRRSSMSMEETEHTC
# GPR151 ag: activators of human GPR151, primary screen, cell-based, PathHunter beta-arrestin, luminescence | G-protein coupled receptor 151 (Homo sapiens), Q8TDV0 | PathHunter beta-arrestin GPR151 cells | activation, % at 11.2 µM | actives 1% (n = 650,000) | AID 1508602, 2020; in the data active = activation above about 4.9%;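 note: 0% = median of compound wells and 100% = cells with positive control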
# Target sequence (Q8TDV0 whole entry, looked up): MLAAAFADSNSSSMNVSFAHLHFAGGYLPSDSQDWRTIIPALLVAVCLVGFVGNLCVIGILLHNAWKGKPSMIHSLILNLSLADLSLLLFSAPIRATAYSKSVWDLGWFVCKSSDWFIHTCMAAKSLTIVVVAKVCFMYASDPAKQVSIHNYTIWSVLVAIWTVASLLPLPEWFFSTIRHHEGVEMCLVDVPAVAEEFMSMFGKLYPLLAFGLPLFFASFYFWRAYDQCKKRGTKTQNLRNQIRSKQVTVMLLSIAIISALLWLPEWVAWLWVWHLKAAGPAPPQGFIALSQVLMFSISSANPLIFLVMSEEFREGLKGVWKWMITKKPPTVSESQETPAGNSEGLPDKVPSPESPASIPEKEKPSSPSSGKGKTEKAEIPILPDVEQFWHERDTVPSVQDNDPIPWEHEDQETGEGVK
# TEAD-YAP inh: TEAD-YAP interaction inhibition, primary screen, TEAD-YAP interaction inhibitor project, luminescence, HEK-TIYL cells | TEAD-Gal4/YAP UAS-luciferase luminescence | actives 1.4% (n = 640,000) | inhibition, % at 9.12 µM; in the data active = inhibition above about 32%;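 note: 0% = median of test compound wells and 100% = reference inhibitor wells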
# An asterisk follows results filed as active.
SMILES,FBW7 act,MITF primary,GPR151 ag,TEAD-YAP inh
COc1ccc(C(=O)Nc2c3c(nn2-c2cccc(C)c2)CSC3)cc1,0.0,0,0.5,5
O=C(Nc1cccc(N2CCCC2=O)c1)c1ncc(-c2ccccc2)o1,-0.2,-7,-1.0,6
CN(c1ccccc1)c1nc(N2CCOCC2)nc(-n2ccnc2)n1,-0.1,-8,-0.1,-14
Cn1nnc2c(=O)oc3ccccc3c21,-0.1,-4,-0.9,5
O=C(O)c1cccc(Oc2ccccc2[N+](=O)[O-])c1,0.0,11,1.0,2
Cc1ccc(OCCSc2nc3ccccc3n2CCOc2ccc(C)cc2)cc1,-0.1,-3,0.7,-6
COc1ccc(-n2c(SCC#N)nnc2-c2cccs2)cc1,-0.2,9,2.6,11
CCOC(=O)c1cccc(NS(=O)(=O)c2cnc[nH]2)c1,0.0,4,1.5,3
CN(Cc1ccco1)C(=O)C(Cc1ccccc1)NS(=O)(=O)c1cccc2cccnc12 (configuration not stated),0.1,18,-2.0,4
Cc1ccc2nsnc2c1NS(=O)(=O)c1c(C)ccc2nsnc12,-0.1,11,-0.2,4
COc1ccccc1OCc1cc(C(=O)N(C)CCC2CCCCO2)no1 (configuration not stated),0.1,18,-1.4,-58
CCOC(=O)Cn1c2ccccc2c(=O)c2ccccc21,0.3,-3,0.2,-1
O=C1CC(=O)Nc2cc(S(=O)(=O)Nc3ccccc3Br)ccc2N1,0.1,3,-1.6,11
C(=N\Nc1nc2ccccc2[nH]1)/c1c(-c2ccccc2)nc2ccccn12,0.0,9,0.0,15
Cc1c(CCC#N)c(-n2ccnc2)n2c(nc3ccccc32)c1C#N,-0.2,14,2.5,-15
O=C(c1ccccc1N1CCOCC1)N1CCCC(CO)(Cc2cccc(Cl)c2)C1 (configuration not stated),0.7,2,0.9,-45
O=C(O)CNC(=O)c1ccc(N2CCCC2=O)cc1,-0.1,6,-0.1,11
CC1CCN(Cc2nnnn2CC(=O)NCc2cnc(-c3ccccc3)s2)CC1,0.0,-2,2.4,6
COc1ccc(Cn2c(Oc3ccccc3)nc3c2c(=O)n(C)c(=O)n3C)cc1,-0.1,-7,-0.9,-3
CC1CN=C(Nc2cccc(S(=O)(=O)N(C)C)c2)S1 (configuration not stated),-0.1,0,-1.6,0

# Among those listed so far, 3 have two or more sulfur atoms:
SMILES,FBW7 act,MITF primary,GPR151 ag,TEAD-YAP inh
COc1ccc(-n2c(SCC#N)nnc2-c2cccs2)cc1,-0.2,9,2.6,11
Cc1ccc2nsnc2c1NS(=O)(=O)c1c(C)ccc2nsnc12,-0.1,11,-0.2,4
CC1CN=C(Nc2cccc(S(=O)(=O)N(C)C)c2)S1 (configuration not stated),-0.1,0,-1.6,0

# Continuation.
SMILES,FBW7 act,MITF primary,GPR151 ag,TEAD-YAP inh
CCC1Oc2ccc(Cl)cc2NC1=S (configuration not stated),-0.1,7,1.3,4
CCc1ccc(NC(CC(=O)c2ccc(CC)cc2)c2ccc(Cl)cc2)cc1 (configuration not stated),-0.1,-3,0.6,-14
CCc1ccccc1-n1c(SCC(N)=O)nnc1-c1cccnc1,0.1,2,-0.2,2
CC(=O)Nc1c(NCc2ccccc2)c2ccccc2oc1=O,-0.1,4,1.3,2
Cc1ccc(Nc2ncnc3ccccc23)cc1C,0.0,7,0.8,-49
CN(Cc1cccs1)S(=O)(=O)c1ccc(C#N)cc1,-0.3,1,0.0,1
O=C(O)/C=C/c1cccc(N=Cc2ccc(N3CCOCC3)cc2)c1,-0.1,9,2.4,11
O=C(c1cc(-c2ccccc2)n[nH]1)N1CCn2c1nc1ccccc12,-0.1,-7,0.0,-19
COc1ccccc1Cn1c(=S)[nH]c2ccccc2c1=O,0.0,-5,-1.5,4
Cc1cccc(N2CCN(CC(N)=O)CC2)c1C,-0.2,-14,-0.4,4
C=CCNC(=O)C1CC(c2ccc(Cl)cc2)=NO1 (configuration not stated),0.1,9,0.7,-12
COc1cc(Nc2nccc(Nc3ccc4c(c3)OCO4)n2)cc(OC)c1OC,-0.1,3,2.3,34*
Clc1ccc(CCNc2ncnc3c2cnn3-c2ccccc2)cc1,0.0,-1,1.8,-8
CN(C)c1ccc(/C=C/C(=O)n2ccnc2)cc1,-0.1,-2,0.6,-3
O=c1[nH]cc(S(=O)(=O)Nc2cccc(Cl)c2)c(=O)[nH]1,0.0,-6,-0.4,4
O=C(NCc1ccccc1)c1cnc(Nc2ccc3ncccc3c2)s1,0.1,-5,-0.2,-12
CCCCCn1c(SCC(=O)C(C)(C)C)nc2cc(C(=O)NCc3cccc(Cl)c3)ccc2c1=O,-0.1,-10,-0.7,-6
COC(=O)C(CCSC)NC1=CC(=O)C(=O)c2ccccc21 (configuration not stated),0.0,31,-0.6,-7
COC(=O)c1cccc(NC(=O)c2cc[n+](C)cc2)c1,-0.1,-7,1.4,-4
Cc1[nH]c(=O)c(-c2noc(-c3ccccc3)n2)cc1-c1ccncc1,0.0,-6,2.2,-1
C=CCn1c(SCC(=O)Nc2cccc(C)c2)nc2sc3c(c2c1=O)CCCC3,0.1,-6,-0.2,3
CN1C(C(=O)NC2CCCC2)CC(c2cccs2)NS1(=O)=O (configuration not stated),0.0,-4,-0.7,9
CCOC(=O)c1ccc(N=Cc2c(O)n(C)c(=O)n(C)c2=O)cc1,0.0,6,-0.1,4
Cc1nn(CCCC(=O)NCCC2=CCCCC2)c(=O)c2nccn12,-0.1,5,0.3,-7
CC(C)N(C(=O)NC(=O)Nc1ccccn1)S(C)(=O)=O,0.1,11,0.4,-1
CN1CCC(N(C)C(=O)Nc2ccc(Cl)c(Cl)c2)CC1,0.1,-6,-0.7,-3
Cc1cccn2c(=O)c(/C=C3\SC(=S)N(CCC(=O)O)C3=O)c(Cl)nc12,-0.3,-10,-0.3,0
Cc1ccc(-c2cccc3cnc(Nc4ccc(C(=O)N5CCN(C)CC5)cc4)nc23)cn1,0.0,35,-1.0,55*
CCn1c(N)c(C(=O)CCl)c(=O)[nH]c1=O,0.0,-8,-0.1,3
CCN(CC)c1ccc(/C=N/NC(=O)c2ccccc2C)c(O)c1,-0.1,6,-1.4,-7
O=c1c2cc3c(cc2nc(SCc2cc(=O)n4cc(Br)ccc4n2)n1CCC1=CCCCC1)OCO3,-0.1,0,0.1,-6
O=[N+]1C(c2ccccc2)=C(c2ccccc2)N([O-])C2CCCCC21 (configuration not stated),-0.1,-7,0.3,-19
C=CCc1ccc(OCCn2cccc2C=O)c(OC)c1,0.0,-6,-0.8,-50
CC(C)C(=O)Nc1ccc(NC(=O)c2ccccn2)cn1,0.2,7,-0.5,-4
COc1ccc(Br)cc1/C=C/C(=O)NNC(=O)CC12CC3CC(CC(C3)C1)C2,0.0,1,2.2,-5
Cc1nnc(C2CCCN(C(=O)NCc3cccc4ccccc34)C2)s1 (configuration not stated),-0.1,1,1.7,-1
O=[N+]([O-])c1ccc(CN2CCN(c3ccccc3Cl)CC2)o1,0.3,39,-0.3,2
COc1cc(CNS(=O)(=O)c2ccc(-n3cccn3)cc2)cc(OC)c1OC,1.0,7,-0.2,-5
O=C(Nc1ccc2c(c1)OCO2)c1nc(-c2ccccc2)n(-c2ccccc2)n1,0.0,10,-0.7,-2
Cc1ccc(NC(=O)C2CCC(=O)N2)cc1C (configuration not stated),0.0,16,0.0,-2
CS(=O)(=O)Nc1ccc(-c2nnc(SCC(=O)Nc3ccccc3)o2)cc1,0.3,17,-0.9,-47
CC(C)(C)CN1CCN(Cc2cccn2-c2ncccn2)CC1CCO (configuration not stated),0.1,14,-0.8,3
CC(C)n1c2ccccc2c2nnc(SCC(N)=O)nc21,-0.2,-6,2.5,-2
Cc1csc2ncc(C(=O)Nc3cccc(Br)c3)c(=O)n12,0.8,9,0.8,9
CC(C)n1c(N2CCCC2CO)nc2c(Nc3ccc(N4CCOCC4)cc3)ncnc21 (configuration not stated),-0.1,1,0.4,-3
CC(C)CN(CC(C)C)S(=O)(=O)c1ccc(C(=O)Nc2nc3ccc4ccccc4c3s2)cc1,0.0,11,0.1,4
COc1ccc(NC(=O)C2CCCCC2C(=O)O)cc1 (configuration not stated),-0.1,-2,-0.7,-5
COC(=O)c1ccc2c(c1)C(C)(C)C1(C=Cc3cc([N+](=O)[O-])ccc3O1)N2C (configuration not stated),0.0,10,5.3*,3
CC(C)N1CCc2c(sc(NC(=O)CCc3ccccc3)c2C#N)C1,0.1,3,2.3,3
c1ccc(-n2cnc3c(Nc4ccc(N5CCOCC5)cc4)nc(-c4ccc(N5CCOCC5)nc4)nc32)cc1,0.2,3,0.2,2
CC(C)OC(=O)Cn1cc(C=O)c2ccccc21,0.6,9,1.6,-18
COc1cc(/C=C2/NC(=O)NC2=O)cc(Br)c1OCc1ccccc1F,-0.1,-4,-1.0,4
CC1CCC2C(=O)N(Cc3ccccc3)C(=O)C2C1 (configuration not stated),-0.2,6,0.1,6
CCOc1cccc2cc(C#N)c(=O)oc12,0.0,-1,2.3,12
Cc1cccc(NC(=S)NC(=O)c2ccc(OC(C)C)cc2)n1,0.0,2,-1.5,23
COc1ccc(S(=O)(=O)N(CC(N)=O)c2ccc(C)cc2)cc1,-0.1,-3,1.0,-5
Cc1ccc(-n2c(SCC(=O)NCc3ccco3)nc3c(sc(=S)n3-c3ccc(C)c(C)c3)c2=O)cc1,0.3,11,1.7,3
O=C(O)/C=C\C(=O)Nc1ccc([N+](=O)[O-])cc1,-0.2,-4,8.1*,-2
CC(C)CN1C(=O)c2ccc(C(=O)Nc3cc([N+](=O)[O-])ccc3O)cc2C1=O,0.2,7,-3.6,-52
O=C(O)CCCc1nc(-c2ccccc2Cl)no1,0.0,24,1.4,-1

# Some entries already given, reduced to MITF primary:
Compound | MITF primary
CCOC(=O)Cn1c2ccccc2c(=O)c2ccccc21 | -3
O=C1CC(=O)Nc2cc(S(=O)(=O)Nc3ccccc3Br)ccc2N1 | 3

# Fetched one by one from the list above, 5 records:
SMILES,FBW7 act,MITF primary,GPR151 ag,TEAD-YAP inh
CC(C)(C)CN1CCN(Cc2cccn2-c2ncccn2)CC1CCO (configuration not stated),0.1,14,-0.8,3
CC(C)n1c2ccccc2c2nnc(SCC(N)=O)nc21,-0.2,-6,2.5,-2
CC1CCC2C(=O)N(Cc3ccccc3)C(=O)C2C1 (configuration not stated),-0.2,6,0.1,6
CC(C)OC(=O)Cn1cc(C=O)c2ccccc21,0.6,9,1.6,-18
CCOc1cccc2cc(C#N)c(=O)oc12,0.0,-1,2.3,12

# The list goes on.
SMILES,FBW7 act,MITF primary,GPR151 ag,TEAD-YAP inh
Cc1cc(-n2c(C)cc(/C=C3\C(=O)NC(=O)N(C)C3=O)c2C)ccc1Br,-0.6,3,-1.5,-2
CNC(=O)c1c(C)nc(SCC(=O)O)c(C#N)c1-c1ccco1,-0.2,-14,1.9,-8
Cc1occc1C(=O)NNC(=S)Nc1ccc(S(=O)(=O)Nc2ncccn2)cc1,0.0,8,-0.5,-44
O=C(NCc1ccco1)c1cc2c(s1)CCCC2,-0.1,8,-1.3,-38
Cc1ccc(CNC(=O)C(=O)NC(C)C(c2cccs2)N2CCOCC2)cc1 (configuration not stated),0.1,13,0.0,13
COc1cc(C2NC(=O)c3c(sc4c3CCCC4)N2)cc(OC)c1OC (configuration not stated),0.2,-2,1.2,16
c1ccc(OCCNc2nc(Nc3ccc(N4CCOCC4)cc3)nc3c2ncn3-c2ccccc2)cc1,-0.1,48,1.8,0
CCOC(=O)c1cc(-c2ccccn2)nc2c1c(=O)[nH]c(=O)n2Cc1ccccc1,0.0,40,-0.4,-1
CC(=O)c1ccc(N2CCN(C(C)C(=O)Nc3ccc(F)c(F)c3F)CC2)cc1 (configuration not stated),0.3,7,0.9,-17
COC(=O)C1=C(C)N=c2s/c(=C\c3cccnc3)c(=O)n2C1c1ccc(OC)cc1 (configuration not stated),0.0,-3,-0.1,14
CCC(=O)N(CCc1ccccc1)C1CC(=O)N(c2ccc(Cl)cc2)C1=O (configuration not stated),0.2,-13,0.4,5
O=C(CN1CCN(S(=O)(=O)c2cccc(F)c2)CC1)c1ccco1,0.0,-1,0.7,4
Cn1cc(C(=O)NCc2ccc3c(c2)OCO3)c2c3ccccc3n(C)c2c1=O,0.0,7,0.0,8
CC1=CCC2C(=O)N(c3cccc(C(=O)Nc4ccccc4Cl)c3)C(=O)C2C1 (configuration not stated),0.0,-8,3.4,-8
Fc1ccc(Nc2ncnc3c2cnn3-c2ccc(Cl)cc2)cc1,0.0,-2,2.3,-36
COc1ccc(C2C(C#N)=C(N)N(c3ccc(Br)cc3)C3=C2C(=O)CCC3)cc1COc1ccccc1Cl (configuration not stated),0.1,8,0.2,-13
COc1cccc(N2C(=O)c3cccnc3C2=O)c1,-1.5,39,-0.1,-3
CCOc1ccc2cc(-c3csc(Nc4cccc(C(F)(F)F)c4)n3)c(=O)oc2c1,0.0,3,-0.5,10
CCCCCCOc1ccc(-c2ccccc2)cc1,0.1,3,1.2,7
O=[N+]([O-])c1cccc(S(=O)(=O)N2CCN(Cc3c(F)cccc3F)CC2)c1,-0.2,0,1.2,-1
CC(=O)c1c(C)[nH]c(C(=O)Nc2cc(C)cc(C)c2)c1C,-0.1,-13,-1.3,-6

# Source: PubChem BioAssay
